RmlC RmlD mix: inhibitors of RmlC and RmlD coupled enzymes. RmlC/RmlD coupled enzyme inhibition, 384-well mixture HTS. inhibition, % at 5.5 µM. actives 0.39% (n = 110,000); in the data active means inhibition above about 30%, passing the limit was not always enough; further: strong numbers were not always called active
HIV RNase H inh: blocks HIV-1 RNase H cleavage of RNA/DNA duplex; P04585; RT-RNase H RNA/DNA duplex cleavage, fluorescence; inhibition, % at 10 µM; actives 1.9% (n = 65,000); in the data active means inhibition above about 50%
* hit, by the source's call; · = not tested or not shown.

The opening 5 entries as a preview:
Value order: RmlC RmlD mix, HIV RNase H inh
1	CCOC(=O)c1c(C)[nH]c(C(=O)NCc2ccccc2OC)c1C
→ ·, -36.9
2	CC1(C)CC(=O)C2=C(C1)OC(N)=C(C#N)C2c1ccsc1 (centres undefined)
→ 7.3, -7.2
3	O=C(NC1CCCCCC1)C1CCN(S(=O)(=O)N2CCC3(CC2)OCCO3)CC1
→ 5.4, -5.8
4	COc1ccccc1NC(=O)N1CCCC1C(=O)Nc1ccc2c(c1)OCO2 (centres undefined)
→ -14.0, -0.1
5	O=C(c1cc2ccccc2oc1=O)N(Cc1ccco1)Cc1cccs1
→ 9.8, -2.5

This part in full (from the top)
Value order: RmlC RmlD mix, HIV RNase H inh
1	CCOC(=O)c1c(C)[nH]c(C(=O)NCc2ccccc2OC)c1C
→ ·, -36.9
2	CC1(C)CC(=O)C2=C(C1)OC(N)=C(C#N)C2c1ccsc1 (centres undefined)
→ 7.3, -7.2
3	O=C(NC1CCCCCC1)C1CCN(S(=O)(=O)N2CCC3(CC2)OCCO3)CC1
→ 5.4, -5.8
4	COc1ccccc1NC(=O)N1CCCC1C(=O)Nc1ccc2c(c1)OCO2 (centres undefined)
→ -14.0, -0.1
5	O=C(c1cc2ccccc2oc1=O)N(Cc1ccco1)Cc1cccs1
→ 9.8, -2.5
6	CC(C)Cc1nnc(NC(=O)c2ccc([N+](=O)[O-])cc2)s1
→ 2.9, ·
7	CC(C)CCNc1nc(N2CCCC2)c2c(c1C#N)CCN(C)C2
→ 15.3, -12.0
8	CS(=O)(=O)N(CC(=O)N1CCCC1)c1ccc(Cl)c(Cl)c1
→ 4.0, 2.6
9	c1ccc(-c2nc3cc(Cc4ccc5oc(-c6ccccn6)nc5c4)ccc3o2)nc1
→ ·, -10.8
10	COc1ccc(S(=O)(=O)O/N=C2\CCSc3ccc(C)cc32)cc1
→ -21.4, ·
11	C=C(C)Cn1c(Sc2nnc(C)s2)nc2c1c(=O)[nH]c(=O)n2C
→ 11.5, -10.8
12	CCOC(=O)Cn1c(=O)oc2cc(S(=O)(=O)Nc3cccc(C)c3)ccc21
→ -6.7, -8.7
13	COc1cc(NC(=O)NC(C)(C(F)(F)F)C(F)(F)F)cc(OC)c1OC
→ -8.0, -2.7
14	Fc1ccc(CSc2nnc(-c3cccnc3)n2Cc2ccco2)cc1
→ -13.1, -19.8
15	COc1ccc(C(=O)N2CCN(c3ccc(C)cc3C)CC2)cc1OC
→ -5.9, -6.5
16	OC(COCc1cccs1)CN1CCCCCC1 (centres undefined)
→ 5.8, -1.0
17	COc1ccc(C2=CC(c3ccc(OC)c(OC)c3)n3nnnc3N2)c(OC)c1 (centres undefined)
→ -7.5, -9.0
18	Cc1ccc(C)c(S(=O)(=O)NCc2ccncc2)c1
→ -8.3, ·
19	CC(C)CCNC(=O)C(c1cccs1)N(CC1CCCO1)C(=O)Cn1nnc2ccccc21 (centres undefined)
→ ·, -3.4
20	CCC(C)c1cc(S(=O)(=O)N2CCOCC2)ccc1OC (centres undefined)
→ -5.3, -29.3
21	Cc1ccc(-c2nnn(CC(=O)N3CCC(C)CC3)n2)o1
→ 11.0, ·
22	COc1cc2c(cc1OC)C(c1cccs1)CC(=O)N2 (centres undefined)
→ 8.5, -18.6
23	CCCc1cc(=O)[nH]c(SCC(=O)c2c(N)n(C)c(=O)n(C)c2=O)n1
→ 4.0, -8.8
24	Cc1nn(C)c(Oc2ccccc2)c1[N+](=O)[O-]
→ -4.7, ·
25	Cc1ncoc1C(=O)Nc1cccc(Cl)c1C
→ 2.5, 7.6
26	Cc1cccn2c(=O)c(/C=N/O)c(N3CCCC3)nc12
→ 7.4, ·
27	C=CCNC(=O)c1cccc(C(F)(F)F)c1
→ 9.1, ·
28	Clc1ccc(Cn2nnc(-c3ccccc3)n2)cc1
→ 14.7, ·
29	CN(C)CCCNCCCNC(=O)c1ccncc1
→ -3.2, 2.0
30	CCOC(=O)c1sc(N/N=C/c2cccc(C)c2)nc1C
→ -13.2, ·
31	CC(=O)Nc1nonc1-n1nnc(C(=O)NCc2ccccc2)c1C
→ 5.9, -14.4
32	Cc1ccc(-n2ccnc2SCC(=O)N(CC(C)C)C2CCS(=O)(=O)C2)c(C)c1 (centres undefined)
→ 9.2, -4.5
33	CC(C)CCC(CCN1CCOCC1)c1ccc2c(c1)OCO2 (centres undefined)
→ -15.9, -4.5
34	Cc1ccc(C)c(C(=O)Nc2c(C(N)=O)oc3ccccc23)c1
→ -3.9, -3.4
35	O=C(c1c[nH]c2ccc(S(=O)(=O)N3CCC4(CC3)OCCO4)cc2c1=O)N1CCOCC1
→ -9.2, -11.3
36	COC(=O)c1cn(CC(=O)NC2CCCCCC2)c2ccccc12
→ 11.5, ·
37	O=S(=O)(Nc1cccnc1)c1ccc(Cl)c(C(F)(F)F)c1
→ 2.8, -11.4
38	Cc1ccc(CNC(=O)CCCNS(=O)(=O)c2cccc3nonc23)cc1
→ -7.8, -9.0
39	Cn1c(=O)c(C(=S)NC(=O)C2CC2)c(N)n(Cc2ccccc2)c1=O
→ -3.6, 13.3
40	CC(=O)Nc1ccc(S(=O)(=O)NC(CC(=O)NC2CCCCC2C)C(C)C)cc1 (centres undefined)
→ -12.6, -4.0

Full records, looked up by structure. Order of values: RmlC RmlD mix | HIV RNase H inh
CC(C)CCC(CCN1CCOCC1)c1ccc2c(c1)OCO2 (centres undefined) as listed: -15.9 | -4.5
O=C(c1c[nH]c2ccc(S(=O)(=O)N3CCC4(CC3)OCCO4)cc2c1=O)N1CCOCC1 as listed: -9.2 | -11.3
Cc1ccc(C)c(C(=O)Nc2c(C(N)=O)oc3ccccc23)c1 as listed: -3.9 | -3.4
COC(=O)c1cn(CC(=O)NC2CCCCCC2)c2ccccc12 as listed: 11.5 | ·

Remaining list, next part.
Value order: RmlC RmlD mix, HIV RNase H inh
41	Cn1c(=O)[nH]c(=O)c2c1nc(Br)n2CCSc1nnnn1-c1ccccc1
→ 15.1, -1.0
42	CCN(CC)CCN1C(=O)c2oc3ccccc3c(=O)c2C1c1cccc(Br)c1 (centres undefined)
→ 50.9, -12.3
43	Cc1ccccc1NC(=O)CC1SC(=NC2CCCCC2)NC1=O (centres undefined)
→ -8.1, -6.3
44	CC(C)OCCCNC(=O)NC12CC3CC(CC(C3)C1)C2
→ 4.3, -4.7
45	CC(C)NC(=O)CSCc1cccc(Br)c1
→ -17.7, ·
46	O=C(CN1C(=O)COc2ccccc21)NCCN1CCC(Cc2ccccc2)CC1
→ 9.4, ·
47	Cc1cc(C)cc(-n2nnc(C(=O)NCc3ccccc3Cl)c2N)c1
→ -7.1, -5.1
48	COc1ccc(OC)c(-n2c(-c3cc(-c4ccc(F)cc4)n[nH]3)n[nH]c2=S)c1
→ -13.7, ·
49	COc1nc(N)nc(NC23CC4CC(CC(C4)C2)C3)n1
→ -5.4, -3.4
50	COc1ccc(OC)c(-c2cc(C(=O)NCCN3CCOCC3)no2)c1
→ 8.3, -3.3
51	Cc1nn(C(C)(C)C)c(OC(=O)c2cccs2)c1S(=O)(=O)c1ccccc1
→ 6.5, -9.3
52	C[C@@H]1CCC[C@@]2(O[C@H](CCO)C[C@H](O)[C@H]2O)O1
→ 5.7, ·
53	CN(c1nnc(N)s1)C1CCCCC1
→ ·, 13.3
54	CO/N=C/c1ccc(N2CCN(C(=O)c3cccc(C(F)(F)F)c3)CC2)c([N+](=O)[O-])c1
→ -4.3, ·
55	NC(=O)N1c2ccccc2C=Cc2ccccc21
→ -0.4, -16.8
56	CCSCCOC(=O)C1=C(C)N(C)C(=O)NC1c1cc(OC)ccc1OC (centres undefined)
→ -9.1, -16.8
57	COC(=O)C1=C(C(=O)OC)[C@@H]2N(Cc3ccccc3)c3ccccc3[C@@]23C[C@@H](C(=O)OC)N(C(=O)NC2CCCCC2)C3=N1
→ -16.8, ·
58	O=C(Nc1nccs1)c1cccc(S(=O)(=O)N2CCCCC2)c1
→ 7.5, 0.5
59	COc1ccc(-n2ncc3c(NC(C)C)ncnc32)cc1
→ -12.6, -3.7
60	CCOc1ccc(S(=O)(=O)Nc2ccccc2C(=O)Nc2ccccc2N2CCOCC2)cc1
→ 6.1, 1.1
61	Nc1nonc1-c1nc2ccccc2n1CC(=O)NC1CCCC1
→ -11.8, -6.0
62	Cc1cc(C(=O)CSc2nnnn2C)c(C)n1CCc1ccc(Cl)cc1
→ 8.2, 8.8
63	CN(C(=O)c1ccccc1)c1nc2ccccc2s1
→ 4.4, -6.7
64	COc1cc(NS(=O)(=O)c2ccc(N/C=C(\C#N)c3nc4ccccc4o3)cc2)nc(OC)n1
→ -7.4, ·
65	COc1ccc(C(C#N)N2CCCCC2)cc1OC (centres undefined)
→ 11.6, -3.9
66	O=C(Nc1ccccc1)N1CCN(Cc2ccccc2)CC1
→ 9.2, ·
67	Cc1ccc(C2NS(=O)(=O)N=C2N)cc1 (centres undefined)
→ -16.5, ·
68	CCOC(=O)c1cnc(SCC(=O)Nc2ccccc2C(=O)OC)nc1N
→ -0.6, ·
69	CCCCN(CCCC)CCn1cnc2c([nH]c3ccc(OC)cc32)c1=O
→ 15.0, 8.1
70	CC(=O)OC(C(=O)Nc1ccccc1)C(C)S(=O)(=O)c1ccccc1 (centres undefined)
→ 0.0, -4.6
71	Cc1cc(C)c(C(N)=O)c(SCC(=O)c2ccc(Cl)cc2)n1
→ 3.2, ·
72	Cc1ccc(C(=O)C(C)OC(=O)c2n[nH]c(=O)c3ccccc23)cc1 (centres undefined)
→ -8.0, ·
73	O=C(NCCN1CCCCCC1)c1ccc(N2CCCC2=O)cc1
→ 4.7, -13.0
74	CCc1ccc(NC(=O)c2noc3c2CCCCC3)cc1
→ ·, -8.9
75	CCN(CC)CCN1C(=O)C(=O)/C(=C(/O)c2ccncc2)C1c1ccccc1F (centres undefined)
→ 18.3, -1.9
76	COC(=O)c1ccccc1NC(=O)c1sc(N)nc1C
→ 7.0, -40.1
77	CCC(CO)Nc1ccc([N+](=O)[O-])c2cccnc12 (centres undefined)
→ -9.1, ·
78	CCOC(=O)c1c(-c2ccc(OC)cc2)csc1NC(=O)CSc1ccccc1
→ -14.1, ·
79	O=C(CSc1nc2ccccc2c(=O)n1NC(=O)c1ccccc1)c1ccc(Cl)cc1
→ 5.0, ·
80	O=C(CN1CCN(c2ncccn2)CC1)N1CCCc2c1c(=O)oc1ccc(O)cc21
→ -18.0, ·
81	CCOc1cc(CNCCSc2nnnn2C)cc(Br)c1OCc1ccccc1
→ 2.7, ·
82	O=C(NCc1cccc(Br)c1)C1CC2Cn3c(nc4ccccc43)C2N1c1ccccc1 (centres undefined)
→ 8.5, ·
83	CCN(CC)S(=O)(=O)c1ccc(-c2ccc(S(=O)(=O)N(CC)CC)cc2)cc1
→ -17.4, ·
84	O=C1C2C3C=CC(C3)C2C(=O)N1Cc1ccc(CN2C(=O)C3C4C=CC(C4)C3C2=O)cc1 (centres undefined)
→ 4.9, ·
85	Cc1ccc(C(=O)CSc2nc(N)cc(=O)[nH]2)cc1
→ -13.6, -45.2
86	COc1cc(C(CCN2CCOCC2)c2c(OC)cc(OC)c3c(C)cc(=O)oc23)cc(OC)c1OC (centres undefined)
→ 7.1, ·
87	COc1ccc(NC(=O)c2cc3ccccc3o2)cc1
→ -5.7, -10.2
88	CC1Cc2ccccc2N1c1nc(C2CC2)nc2c1nnn2Cc1ccccc1 (centres undefined)
→ 31.7, ·
89	CSc1nccc(Nc2ccccc2)c1C#N
→ -0.6, -6.7
90	CCOC(=O)CNC=C(C(=O)OCC)C(=O)OCC
→ 6.7, ·

Continuation:
Value order: RmlC RmlD mix, HIV RNase H inh
91	CC1CCc2nc(N)c(C#N)c(-c3ccncc3)c2C1 (centres undefined)
→ -6.3, -3.4
92	COc1ccc(CCNC2CC(=O)N(C)C2=O)cc1OC (centres undefined)
→ 2.4, ·
93	O=C(Cn1nnc(-c2ccccc2)n1)OCc1ccccc1
→ 0.5, -21.5
94	Cc1sc2nc(CSc3nc4ccccc4c(=O)n3CCCN3CCOCC3)[nH]c(=O)c2c1C
→ 6.3, 28.9
95	CCC(C)S(=O)(=O)c1snnc1C (centres undefined)
→ -11.3, ·
96	Cc1cc(N2CCc3ccccc32)n2ncnc2n1
→ 0.1, -5.8
97	Cc1cnc(C(=O)OCC(=O)N2CCN(C(=O)c3ccco3)CC2)cn1
→ -12.7, -3.8
98	Cn1c(=O)c2cn3ncccc3c2n(C)c1=O
→ 10.3, -2.4
99	CC1=CCC2C(=O)N(c3ccc(C(=O)N4CCCCCC4)cc3)C(=O)C2C1 (centres undefined)
→ -10.4, ·
100	O=C(NCCc1cn2ccccc2n1)c1ccccc1F
→ 6.4, -24.0
101	Cn1c(=O)c(-c2cc(Br)ccc2N)nc2ccccc21
→ 6.2, ·
102	Cc1c(NS(=O)(=O)c2ccc3c(c2)OCCO3)cccc1-c1nc2cccnc2s1
→ 11.6, ·
103	O=C(NCCOC(=O)c1ccncc1)c1ccccc1
→ 2.8, 6.9
104	CCc1nc(SCC(=O)N2CCOCC2)c2c(=O)n(C)c(=O)n(C)c2n1
→ -12.6, -13.9
105	O=C1c2ccccc2C(O)N1c1ccc(Cl)cc1 (centres undefined)
→ 7.6, -0.3
106	CC(=O)[C@H]1[C@@H]2C(=O)N(c3cccc(Cl)c3)C(=O)[C@@H]2[C@H]2c3ccccc3C=CN21
→ 3.4, 1.2
107	Cc1ccc(OCCNC(=O)c2cncc(Br)c2)cc1C
→ -6.3, ·
108	CC(C(=O)O)C1SC(=O)NC1=O (centres undefined)
→ -9.9, 4.1
109	C=CC1C(N2CCOCC2)C(C)(C)S1(=O)=O (centres undefined)
→ 51.0, -0.2
110	COCCOC(=O)C1=C(C)Nc2nc(C)nn2C1c1ccccc1 (centres undefined)
→ 5.4, -9.5
111	Cc1nn(-c2ccccc2)c(C)c1/C=N/NC(=O)c1cc(C2CC2)[nH]n1
→ -13.4, ·
112	O[C@@H](CNC[C@H](O)c1ccccc1)c1ccccc1
→ -10.6, ·
113	N#CC1=C(N)N(c2ccc(Br)cc2)C2=C(C(=O)CCC2)C1c1cccnc1 (centres undefined)
→ ·, -23.8
114	CC1CCCCC1NC(=O)CN(C)S(=O)(=O)c1cccc2nsnc12 (centres undefined)
→ -11.1, -13.1

The list is partial; the hit share may differ from the screen's.
